Screens deposited in PubChem BioAssay by The Scripps Research Institute Molecular Screening Center.
FBW7 act: activators of human E3 ligase FBW7; AlphaScreen FBW7–phospho-cyclin E peptide binding, activator screen; normalized activity (activation), % at 26.1 µM; 650,000 tested, 0.13% active; AID 1259310; in the data active = normalized activity above about 1.9%;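 also: purified mutant Fbw7 with reduced substrate affinity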
Target sequence (Q969H0 whole entry, looked up): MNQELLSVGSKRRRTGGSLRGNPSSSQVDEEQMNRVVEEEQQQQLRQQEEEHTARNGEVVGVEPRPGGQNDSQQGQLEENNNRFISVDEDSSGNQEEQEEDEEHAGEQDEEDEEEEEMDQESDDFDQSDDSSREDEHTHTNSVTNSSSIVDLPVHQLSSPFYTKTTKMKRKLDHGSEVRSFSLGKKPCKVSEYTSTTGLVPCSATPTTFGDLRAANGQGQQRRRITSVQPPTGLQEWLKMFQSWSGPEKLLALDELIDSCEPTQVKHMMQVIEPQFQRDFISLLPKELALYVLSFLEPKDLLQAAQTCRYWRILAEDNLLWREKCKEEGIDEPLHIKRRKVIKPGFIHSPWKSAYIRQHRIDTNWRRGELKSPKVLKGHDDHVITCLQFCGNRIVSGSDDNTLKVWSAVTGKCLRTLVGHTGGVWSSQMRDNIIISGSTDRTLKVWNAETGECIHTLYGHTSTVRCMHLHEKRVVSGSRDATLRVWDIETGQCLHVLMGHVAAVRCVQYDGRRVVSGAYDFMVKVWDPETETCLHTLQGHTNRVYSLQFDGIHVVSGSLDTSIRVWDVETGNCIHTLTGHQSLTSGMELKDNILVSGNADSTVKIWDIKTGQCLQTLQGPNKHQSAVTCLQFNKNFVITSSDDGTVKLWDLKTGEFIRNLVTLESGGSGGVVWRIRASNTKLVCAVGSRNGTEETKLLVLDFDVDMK
TEAD-YAP inh: TEAD-YAP interaction inhibition | inhibition, % at 9.12 µM | AID 1259422 | HEK-TIYL cells, TEAD-Gal4/YAP UAS-luciferase luminescence | 640,000 tested, 1.4% active; in the data active = inhibition above about 32%;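 also: 0% = median of test compound wells and 100% = reference inhibitor wells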
MITF inh: blocks human microphthalmia-associated transcription factor; inhibition, % at 2.6 µM; AlphaScreen MITF homodimerization, bead proximity signal; 650,000 tested, 0.91% active; in the data active = inhibition above about 50%;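 also: 0% = vehicle wells with protein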
GPR151 activ: activators of human GPR151 | activation, % at 11.2 µM | PathHunter beta-arrestin GPR151 cells, luminescence | 650,000 tested, 1% active | Q8TDV0; in the data active = activation above about 4.9%;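 also: 0% = median of compound wells and 100% = cells with positive control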
Active calls of the source: *; . = no result given.

canonical_smiles	FBW7 act	TEAD-YAP inh	MITF inh	GPR151 activ
COc1ccc(C2CC(=O)c3cnc(NC(=O)c4ccc(C)cc4)nc3C2)cc1 (centres undefined)	-0.1	11.8	19.1	-0.8
FC(F)(F)c1ccc(Nc2nc(NCc3nc4ccccc4[nH]3)c3[nH]cnc3n2)cc1	-0.2	-3.4	0.5	1.8
CCOc1ccc(/C(O)=C2\C(=O)C(=O)N(CCN3CCOCC3)C2c2ccccc2F)cc1C (centres undefined)	0.0	-8.5	-8.2	-0.4
COc1ccc(OC)c(CCNC(=O)Cn2ncc3c2-c2ccccc2OC3)c1	-0.1	-3.8	-0.6	0.7
C=C(Br)Cc1c(C)n(C)n(-c2ccccc2)c1=O	0.1	1.9	2.2	0.1
O=C(Nc1ccc(S(=O)(=O)N2CCC(c3nc4ccccc4[nH]3)CC2)cc1)C1CCCC1	-0.2	7.3	3.9	1.3
CC(Oc1ccccc1)C(=O)Nc1ccc(F)c(Cl)c1 (centres undefined)	0.2	0.2	0.8	0.7
CCN1CCc2c(sc(NC(=O)c3ccc(S(=O)(=O)N(C)C4CCCCC4)cc3)c2C(N)=O)C1	-0.1	-0.5	2.0	-0.7
CCN(CC)c1nc2c(-c3ccc(F)cc3)nnn2c2ccccc12	-0.1	5.0	-0.3	1.4
O=C(N/N=C/c1cc2c(cc1Br)OCO2)c1cccnc1	0.1	-5.5	-13.1	0.3

Part of the list above, limited to GPR151 activ.
mol,GPR151 activ
COc1ccc(OC)c(CCNC(=O)Cn2ncc3c2-c2ccccc2OC3)c1,0.7
C=C(Br)Cc1c(C)n(C)n(-c2ccccc2)c1=O,0.1
O=C(Nc1ccc(S(=O)(=O)N2CCC(c3nc4ccccc4[nH]3)CC2)cc1)C1CCCC1,1.3

Following part:
canonical_smiles	FBW7 act	TEAD-YAP inh	MITF inh	GPR151 activ
CCOC(=O)N1CCC(n2c(SCC(=O)NCCC3=CCCCC3)nc3ccccc3c2=O)CC1	-0.1	-8.3	4.0	0.0
COc1ccc(CC(=O)NCc2nnc(SCC(=O)Nc3nccs3)n2-c2cc(C)ccc2C)cc1	-0.1	15.7	-7.1	1.1
COc1ccc(Nc2nc(-c3cc4cc(Cl)ccc4oc3=O)cs2)c(OC)c1	0.1	-1.2	2.4	0.9
Cc1ccc(O)c(C2=Nc3ccccc3N=C(c3ccc(C(C)(C)C)cc3)C2)c1	-0.2	19.1	-6.5	-0.6
CCCc1nnc(SCC(=O)NC(C)C)n1C	0.0	3.3	8.6	-0.6
COc1ccc(C2C3=C(CC(C)(C)CC3=O)OC3=C2C(=O)CC(C)(C)C3)c(OC)c1OC	0.0	-1.4	-14.8	1.5
O=C(Nc1nc2c(F)c(F)c(F)cc2s1)c1ccc(Br)o1	-0.1	-67.1	-6.5	-0.6
CCc1c(/C(=N/O)c2ccc(C)cc2)oc2ccc3c(C)cc(=O)oc3c12	-0.2	-47.9	8.1	0.1
O=C1CC(N2CCN(c3ccc(F)cc3)CC2)C(=O)N1CCc1ccccc1 (centres undefined)	0.3	-7.1	19.3	2.8
CCCNC(=O)c1ccc(-c2cccc(N)c2)s1	0.6	-28.2	13.0	1.0
CCCCn1c(-c2ccc([N+](=O)[O-])cc2)n[nH]c1=S	0.3	1.3	14.7	-1.3
Cc1ccc(C(=O)COC(=O)c2cnccn2)cc1C	0.0	-3.0	5.5	-0.8
Cc1[nH]n(-c2ccc([N+](=O)[O-])cc2)c(=O)c1C=NCc1ccccc1	0.2	-39.8	0.5	-8.0
CCc1ccc(-n2c(=S)sc3c(=O)n(-c4ccccc4)c(SCc4cccnc4)nc32)cc1	-0.1	-3.0	-2.0	1.9
O=C(Oc1cccc(NC(=O)c2ccccc2Cl)c1)c1ccc(Br)c(S(=O)(=O)N2CCCCC2)c1	0.2	41.8*	1.6	-1.4
Cc1ccc(SCCNC(=O)CN(c2cc(C(F)(F)F)ccc2Cl)S(C)(=O)=O)cc1	0.1	3.2	3.7	0.1
Cc1cccc(OCC(=O)Nc2ccc(-c3nnc4n3CCCCC4)cc2)c1	0.7	0.7	6.1	-2.6
O=C(Cc1ccccc1)Nc1ccc2oc(-c3ccccc3Cl)nc2c1	-0.2	-23.9	2.2	-1.2
CCOC(=O)N1CCN(C(=O)C2CC23CCN(Cc2ccc4c(c2)CCO4)CC3)CC1 (centres undefined)	0.0	3.5	-7.0	0.4
O=C(CN1C(=O)CCSc2ccccc21)NCCCSC1CCCCC1	0.8	11.1	7.3	-2.4
COc1ccc(-c2nn(-c3ccccc3)cc2C(=O)NN)cc1	0.2	-4.9	6.7	1.1
COc1ccccc1NC(=S)NNC(=O)c1ccncc1	-0.1	-16.2	-6.6	0.2
Oc1ccc2ccccc2c1CNn1cnnc1	0.1	0.2	7.2	-0.8
CC1CCc2c(sc3ncn4c(=O)n(Cc5ccccn5)nc4c23)C1 (centres undefined)	0.0	5.3	11.4	-0.5
COc1ccc(OCC(=O)N2CCC(C(N)=O)CC2)cc1	-0.2	0.8	-2.5	0.2
Cc1ccccc1/C=C(\C#N)c1nc(-c2ccc(Cl)cc2)cs1	0.2	0.1	4.3	1.5
CCN1C(=O)c2cccc3c(NC(=O)CSCc4ccccc4)ccc1c23	0.2	2.6	13.1	1.1
O=C(NN1C(=O)C2C3C=CC(C4CC34)C2C1=O)c1cccc(Br)c1 (centres undefined)	0.2	10.6	13.6	1.8
CC1=C(C(=O)OCCOc2ccccc2)C(c2ccc(C)o2)C2=C(CCCC2=O)N1 (centres undefined)	0.0	16.6	0.7	0.5
CC(C)(C)OC(=O)C1C(=O)CC(C)(O)C(C(=O)OC(C)(C)C)C1c1cccc(F)c1 (centres undefined)	-0.2	-4.6	4.2	1.3

Profiles from above. Order of values: FBW7 act	TEAD-YAP inh	MITF inh	GPR151 activ
CC1=C(C(=O)OCCOc2ccccc2)C(c2ccc(C)o2)C2=C(CCCC2=O)N1 (centres undefined) in the list: 0.0	16.6	0.7	0.5
CCN1C(=O)c2cccc3c(NC(=O)CSCc4ccccc4)ccc1c23 in the list: 0.2	2.6	13.1	1.1
COc1ccccc1NC(=S)NNC(=O)c1ccncc1 in the list: -0.1	-16.2	-6.6	0.2
Oc1ccc2ccccc2c1CNn1cnnc1 in the list: 0.1	0.2	7.2	-0.8

(listing goes on)
canonical_smiles	FBW7 act	TEAD-YAP inh	MITF inh	GPR151 activ
CC(C)(C)N1C(=O)c2ccc(Oc3ccc([N+](=O)[O-])cc3)cc2C1=O	-0.1	-1.4	-17.9	-0.8
CC(=O)Nc1ccc(Nc2nc(Cl)nc3c2ncn3-c2ccsc2)cc1	0.2	33.8*	1.2	0.1
CSc1nc(N2CCCC2)c2cnn(CCN)c2n1	0.0	2.0	7.4	0.3
CCOC(=O)c1cnc2c(C)cc(Cl)cc2c1Nc1ccccc1Cl	0.0	6.8	14.3	0.7
CCN(CC)C(=O)Oc1c(I)cc(Cl)c2cccnc12	0.1	4.6	-2.1	-0.4
CC(C)CO/N=C1/[C@H]2CCn3c(=O)n(C)c(=O)n3[C@H]2[C@H](O)[C@@H]2O[C@H]12	0.0	.	-1.6	2.3
Cc1ccc2c(c1)N(CC(=O)N1C(C)CCCC1C)C(=O)CO2 (centres undefined)	0.1	2.7	8.9	1.8
CS(=O)(=O)N(CC(=O)Nc1ccc(F)cc1F)c1ccc(Cl)cc1Cl	-0.2	-1.0	-8.2	0.1
N#Cc1ccc(NC(=O)COc2cccc3cccnc23)cc1	-0.1	3.0	9.4	0.4
Cc1c(Cl)cccc1Nc1nc(-c2ccncc2)cs1	-0.1	-19.9	12.7	-0.4

Additional entries.
Every second line gives: FBW7 act	TEAD-YAP inh	MITF inh	GPR151 activ
COc1cccc(-c2cc(C(=O)NC3CCCCC3)no2)c1
→ -0.4	-58.0	-9.3	-1.0
Cc1cccc(N2CCN(C(=O)Cn3c(=S)[nH]c4ncccc4c3=O)CC2)c1C
→ 0.9	-1.0	11.4	0.2
Cc1nc(SCC(=O)Nc2ccc(Cl)cc2)nc2c1CCCC2
→ -0.2	5.6	-13.7	1.6
COc1ccccc1NC(=O)C1(c2ccccc2)CCCC1
→ 0.3	-6.8	4.0	-0.6
Cc1ccc(/C=C(\C#N)C(N)=S)o1
→ -0.2	-7.3	19.1	0.1
CCN(CC)c1ncnc2sc(C(=O)N3CCCCC3C)c(C)c12 (centres undefined)
→ -0.1	-7.4	5.7	1.1
CCc1sc(C(=O)Nc2nnc(C(F)(F)F)s2)cc1Br
→ 0.7	5.3	-6.8	0.3
CC1CC(C)CN(c2ncnc3c2c(-c2ccccc2)cn3-c2ccc(Cl)cc2)C1 (centres undefined)
→ 0.2	1.6	10.8	-0.5
COC(=O)c1cc(S(=O)(=O)N2CCN(c3ccc(Cl)cc3)CC2)c[nH]1
→ 0.6	-15.8	11.8	-0.8
CCN1CCN(CC(=O)Nc2cccc([N+](=O)[O-])c2)C(=O)C1=O
→ -0.1	0.0	-1.4	3.0
Cc1c(CCC(=O)O)c(=O)oc2cc(O)c(Cl)cc12
→ -0.1	-0.4	17.9	-1.0
Nc1c2c3c(c(O)ccc3[nH]c1=O)C(=O)c1ccccc1-2
→ -0.2	36.7*	-3.6	-1.2
O=C(NCCc1ccc(O)cc1)c1cccc(-c2csc3ccccc23)n1
→ 0.1	-8.7	6.2	0.4
c1ccc(Oc2ccccc2-c2ccnc(Nc3ccc(-c4ncn[nH]4)cc3)n2)cc1
→ 0.0	-21.7	16.0	0.3
Cc1nc2c(C(=O)Nc3cc(Cl)ccc3C)snc2c(=O)[nH]1
→ -0.1	-7.2	-4.8	-0.1
COc1ccc(-c2nc(Nc3ccccc3)c3ncn(-c4ccccc4)c3n2)cc1
→ -0.1	-2.0	-3.2	0.9
CCC(=O)Nc1c(C(=O)Nc2ccc(C)c(C)c2)oc2ccccc12
→ 0.1	-51.8	-9.3	1.2
Cc1ccc(NC(=O)CSc2nnc(-c3ccccc3)c(-c3ccccc3)n2)cc1C
→ 0.0	11.0	15.7	0.0
C=CCn1c(N)cc(=O)nc1SCC(=O)N(c1ccccc1)c1ccccc1
→ -0.1	-2.3	4.8	1.3
COc1ccc(C(=O)Nc2c(Cl)cc(Cl)cc2C(=O)N2CCCC2)cc1
→ -0.4	-0.8	5.9	-0.8
C=CCOC(=O)C1=C(C)NC2=C(C(=O)CC(c3ccccc3)C2)C1c1ccc(O)cc1 (centres undefined)
→ -0.2	1.1	4.0	-0.4
O=C(CNC(=O)c1ccc2c(c1)OCCO2)N/N=C/c1ccco1
→ 0.0	1.4	-2.4	-0.4
CN(C)/N=C/c1ccc(OC(=O)c2ccccn2)cc1
→ -0.3	-4.9	43.4	-1.6
CC1=C(C(=O)Nc2ccccc2Cl)C(c2cccc3ccccc23)NC(=O)N1 (centres undefined)
→ -0.1	4.0	15.2	-0.2
Cc1ccc(CNC(=O)C2CCN(C(=O)c3cccc(Cl)c3)CC2)cc1
→ 0.2	9.1	11.4	3.5
COc1cccc2cc(C(N)=O)c(=Nc3ccc(C(F)(F)F)cc3)oc12
→ -0.1	-3.8	5.9	1.9
COc1ccc([N+](=O)[O-])cc1N1C(=O)C2C(C1=O)C1C=CC2C12CC2 (centres undefined)
→ 0.0	-9.1	-0.1	1.5
C=CCc1cc(/C=C2/NC(=O)N(CC(=O)Nc3cccc(C)c3)C2=O)cc(OCC)c1O
→ 0.0	7.7	-2.4	0.8
COC(=O)C1=CNC=C(C(=O)OC)C1c1cccc2ccccc12
→ 0.1	-2.0	-7.7	0.5
CCOC(=O)Cc1c(C)nc2c(C)c(-c3ccc(C)cc3)[nH]n2c1=O
→ 0.4	4.0	17.9	-1.2
COc1cc([N+](=O)[O-])cc([N+](=O)[O-])c1OCC(=O)N/N=C/c1cccc(C)c1O
→ 0.2	-2.0	-0.2	-2.9
Cn1nnnc1SCC(=O)Nc1ccccc1C(=O)c1ccccc1
→ 0.7	-0.3	6.0	-1.4
CC1CCCCC1NC(=O)Cn1c(=O)oc2ccccc21 (centres undefined)
→ -0.1	1.6	-17.3	0.0
CC(C)c1onc(C(=O)NC2CCCCC2)c1[N+](=O)[O-]
→ 0.6	-9.4	14.4	3.9
CC(C)OC(=O)c1c(NC(=O)c2ccccc2Cl)sc2c1CCCC2
→ 0.3	4.9	-3.1	-0.8
O=C(Nc1ccc(F)cc1)C(c1ccc(F)cc1)N(C(=O)c1cnccn1)c1ccccc1 (centres undefined)
→ 0.3	8.7	0.9	0.5
CCCOc1ccc(/C(O)=C2/C(=O)C(=O)N(CCCN(C)C)C2c2ccc(Cl)cc2)c(C)c1 (centres undefined)
→ 0.0	-7.4	-9.6	1.1
Cc1cc(Cl)ccc1OCC(=O)NNC(=O)c1cccc([N+](=O)[O-])c1
→ 0.5	5.0	-2.1	-0.5
OC1CCCN(Cc2ccccc2Br)C1 (centres undefined)
→ 0.1	9.7	2.4	0.4
COc1ccccc1NC(=O)NCc1noc2ccc(C)cc12
→ -0.1	3.3	5.2	-2.0
Cc1c(C(=O)N2CCN(c3ccccn3)CC2)sc2ncnc(N3CCCCC3)c12
→ -0.1	-0.5	-6.0	0.8
CC(C)(C)c1cc(C(=O)NCCn2nc(-c3cccs3)oc2=O)n[nH]1
→ 0.3	-3.9	3.6	-0.8
Cc1cccc(-n2ncc3c(=O)n(CC(=O)N4CCCc5ccccc54)cnc32)c1C
→ -0.1	5.3	-6.1	1.0
